Source: PubChem (Sanford-Burnham Center for Chemical Genomics)
SENP1 FRET inh = SENP1 (human) catalytic domain inhibition | Q9P0U3 | recombinant SENP1 catalytic domain, CyPet-SUMO1-YPet FRET cleavage | inhibition, % at 10 µM | hit rate 0.21% among 360,000 | AID 624204;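 active = inhibition at least 30% at 10 µM, raw YFP signal under a set limit, fluorescence ratio 0.5 to 1.5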;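 also: 0% = enzyme with DMSO and 100% = no enzyme wells; some results filed as inactive read as strong as hits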
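Test system: hSENP1 catalytic domain, recombinant; Amount: 20 pM final SENP1 enzyme; Medium: Tris pH 8 buffer plus EDTA, NaCl, BME, BSA, NP40, catalase; Schedule: 50 min enzyme reaction, room temperature, light-protected; Technique: FRET fluorescence in CFP and YFP emission channels; Controls: no-enzyme wells low, DMSO-plus-enzyme wells high control.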
UBC13 polyUb = human UBC13 polyubiquitination inhibition. P61088. hit rate 0.47% among 330,000. AID 485273. UBC13 polyubiquitin chain formation, TR-FRET. inhibition, % at 20 µM; in the data active = inhibition above about 45%, passing the limit was not always enough
Target sequence (P61088 whole entry, looked up): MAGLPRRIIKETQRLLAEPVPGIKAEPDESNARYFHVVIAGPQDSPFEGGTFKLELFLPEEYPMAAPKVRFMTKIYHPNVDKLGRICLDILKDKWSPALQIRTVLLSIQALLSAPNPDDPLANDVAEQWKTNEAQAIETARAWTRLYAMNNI
SENP8 block-1 = blocks the human protease SENP8; Q96LD8; inhibition, % at 10 µM; AID 2540; purified SENP8, Z-RLRGG-aminoluciferin cleavage, luminescence; hit rate 1.2% among 330,000; in the data active = inhibition above about 50%
Target sequence (Q96LD8 whole entry, looked up): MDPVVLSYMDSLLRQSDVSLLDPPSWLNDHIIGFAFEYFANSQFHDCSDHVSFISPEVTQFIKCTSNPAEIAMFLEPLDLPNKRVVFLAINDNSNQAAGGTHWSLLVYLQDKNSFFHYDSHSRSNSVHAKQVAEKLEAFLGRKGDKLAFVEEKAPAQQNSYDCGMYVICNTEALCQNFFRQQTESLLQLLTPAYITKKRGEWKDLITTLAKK
SENP6 block = blocks the human protease SENP6 | Q9GZR1 | hit rate 1.8% among 330,000 | AID 2599 | Recombinant SENP6 catalytic domain, aminoluciferin luminescence | inhibition, % at 10 µM;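 active = inhibition above about 50% at the single tested dose, limit read from the data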;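 also: plate controls were DMSO wells with enzyme for no effect and DMSO wells lacking enzyme for full effect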
Target sequence (Q9GZR1 628-1112 limits assumed): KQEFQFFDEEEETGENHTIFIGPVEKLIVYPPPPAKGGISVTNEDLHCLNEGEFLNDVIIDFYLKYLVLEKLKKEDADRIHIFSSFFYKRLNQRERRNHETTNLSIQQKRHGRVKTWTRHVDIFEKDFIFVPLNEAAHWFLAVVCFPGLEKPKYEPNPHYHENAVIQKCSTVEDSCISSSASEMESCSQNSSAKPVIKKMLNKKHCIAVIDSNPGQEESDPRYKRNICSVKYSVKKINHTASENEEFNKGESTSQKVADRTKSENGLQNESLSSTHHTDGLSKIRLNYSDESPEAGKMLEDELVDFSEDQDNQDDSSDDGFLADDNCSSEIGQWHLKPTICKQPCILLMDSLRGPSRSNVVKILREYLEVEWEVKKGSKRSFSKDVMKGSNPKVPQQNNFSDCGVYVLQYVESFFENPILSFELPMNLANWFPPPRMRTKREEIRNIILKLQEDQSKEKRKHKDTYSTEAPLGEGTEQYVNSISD
PfGluPho inh = PfG6PD (Plasmodium falciparum) enzyme inhibition; hit rate 0.78% among 350,000; PfGluPho enzyme, NADPH resazurin-diaphorase fluorescence; inhibition, % at 20 µM;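 active = inhibition reaching at least a set limit at 20 µM in the primary screen, cut at about 59% in these data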;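 also: 0% = DMSO wells with substrate and 100% = DMSO wells lacking glucose-6-phosphate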
SENP7 inh = inhibitors of human SENP7 protease. AID 434973. recombinant SENP7, Z-RLRGG-aminoluciferin luminescence, 40 min. inhibition, % at 5 µM. hit rate 1.5% among 330,000;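 active = inhibition above about 50% at the single test dose, limit read from the data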;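 also: plate controls were DMSO with enzyme for no effect and no enzyme buffer wells for full effect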
SENP8 block-2 = blocks human SENP8 cleavage of Nedd8 substrate; inhibition, % at 20 µM; hit rate 0.64% among 360,000; AID 602440; recombinant SENP8, Nedd8 substrate fluorescence; in the data active = inhibition mostly above about 40%, no sharp cut-off; inactive = mostly below about 27%
HKDC1 inhibitor = inhibitors of human hexokinase HKDC1; Q2TB90; recombinant HKDC1, G6PDH/diaphorase resazurin coupled fluorescence; AID 493160; hit rate 0.16% among 340,000; inhibition, % at 20 µM;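 active = inhibition above about 35% when tested at 20 µM, limit read from the data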;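 also: plate controls were DMSO wells with enzyme for no effect and DMSO wells lacking enzyme for full effect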
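test system = in-house recombinant HK5 (HKDC1) enzyme | amount = HKDC1 at 5 µg/mL | control set = DMSO-enzyme wells negative, buffer-substituted wells positive | compound = one dose of 20 µM, 1% DMSO | schedule = reaction time 90 min, room temperature, protected from light | technique = resorufin fluorescence at 613 nm | reagent = glucose with 1 mM ATP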
MIN6 prolif = induces beta-cell replication in MIN6 cells | proliferation, % at 10 µM | hit rate 0.29% among 330,000 | MIN6 cells proliferation, ATPlite luminescence, 48 h; cells starved in 0.2% serum; 100% = growth in 10% serum;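 active = compounds whose signal lies at least 3.5 SD above the mean of all wells on their plate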;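 also: 0% = DMSO-treated cells in low-serum medium and 100% = 10% serum control; some compounds called inactive have numbers as strong as hits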
* hit, by the source's call; i = inactive; nt = no result given.

entry	smiles	SENP1 FRET inh	UBC13 polyUb	SENP8 block-1	SENP6 block	PfGluPho inh	SENP7 inh	SENP8 block-2	HKDC1 inhibitor	MIN6 prolif
1	COc1ccc(N(C(=O)CNC(=O)c2cccs2)C(C(=O)NC2CCCC2)c2ccncc2)cc1 (stereo not given)	1	-4	4	-39	3	-5	10	-5	7.3*
2	Cn1c(CO)cnc1SCC(=O)c1ccc(F)cc1	5	-1	0	4	1	-7	23	-4	0
3	Cc1cccc(NC(=O)N2CCCC2C(=O)NCc2cccs2)c1 (stereo not given)	3	-3	-11	-5	11	-12	12	-7	-3
4	C/C(=N\NC(=O)c1ccncc1)c1cc2ccccc2o1	3	-8	-3	9	-5	6	8	-6	-3
5	COC(=O)CN(C(=S)Nc1ccc(Cl)cc1)C1CC(=O)N(c2ccc(OC)cc2)C1=O (stereo not given)	2	-4	2	3	-9	-8	-1	-1	-4
6	COc1ccc(NS(=O)(=O)c2cc(OC)ccc2NC(=O)c2cc(C)oc2C)cc1	-4	2	-4	-16	7	-5	1	1	-2
7	Cc1cc(NC(=O)CCC(=O)N(CCC(C)C)C(C(=O)NC2CCCC2)c2cccnc2)no1 (stereo not given)	1	-8	-6	-13	-5	-5	21	-2	0
8	CCOC(=O)N1CCN(C(=O)Cn2c(=O)sc3ccccc32)CC1	0	-5	0	-9	-8	2	13	-1	1
9	CCC1(CC)C(=O)NC(=O)NC1=NCCc1ccc(O)cc1	0	3	-3	-7	-19	-2	18	-3	1
10	COCCOC(=O)c1c(C)oc2ccc(NS(=O)(=O)c3ccc(C(=O)O)cc3)cc12	2	-17	-5	-6	-21	-10	10	2	-2
11	COc1ccc2[nH]c(O)c(NC(C)=O)c2c1	0	-9	-3	13	5	8	-14	-2	-2
12	CCc1nn2c(=O)cc(COc3ccc(/C=C4\C(=N)N5N=C(C)SC5=NC4=O)cc3)nc2s1	-11	-16	14	-8	-24	3	-15	58*	-1
13	CCN1CCN(c2ccccc2NC(=O)C(C)Oc2ccc(C(C)=O)cc2)CC1 (stereo not given)	-4	6	4	7	-10	-1	2	-4	-1
14	CCOc1ccc(NC(=O)CC2C(=O)N(c3cccc(OC)c3)C(=O)N2C(C)C)cc1 (stereo not given)	2	-1	-15	-10	-10	-5	14	-3	4
15	CCn1cc(Br)c(C(=O)Nc2cccc(Cl)c2)n1	2	0	-11	-2	13	-1	16	4	1

A draw from above in order of SMILES length, descending.
entry	smiles	SENP1 FRET inh	UBC13 polyUb	SENP8 block-1	SENP6 block	PfGluPho inh	SENP7 inh	SENP8 block-2	HKDC1 inhibitor	MIN6 prolif
12	CCc1nn2c(=O)cc(COc3ccc(/C=C4\C(=N)N5N=C(C)SC5=NC4=O)cc3)nc2s1	-11	-16	14	-8	-24	3	-15	58*	-1
1	COc1ccc(N(C(=O)CNC(=O)c2cccs2)C(C(=O)NC2CCCC2)c2ccncc2)cc1 (stereo not given)	1	-4	4	-39	3	-5	10	-5	7.3*
11	COc1ccc2[nH]c(O)c(NC(C)=O)c2c1	0	-9	-3	13	5	8	-14	-2	-2

Going on with the list:
entry	smiles	SENP1 FRET inh	UBC13 polyUb	SENP8 block-1	SENP6 block	PfGluPho inh	SENP7 inh	SENP8 block-2	HKDC1 inhibitor	MIN6 prolif
16	COc1ccc(NC(=O)CSc2cccc3cccnc23)c(OC)c1	-1	8	2	3	17	0	-32	-7	0
17	Cc1ccc(Oc2ccccc2/C=C2\SC(=O)N(C)C2=O)cc1	2	-16	-13	-12	14	-12	-36	0	-6
18	CCCCC1=CC2=CC(=O)C(C)(OC(=O)c3cccs3)C(=O)C2=CO1 (stereo not given)	16	-55	1	-11	14	3	-59	10	-2
19	O=C(CSc1nnnn1-c1ccccc1)NC(=O)Nc1ccc2c(c1)OCCO2	3	8	-8	-5	-10	3	4	1	-4
20	Cc1ccc(-c2nnn(CC(=O)N3CCN(c4ccccc4)CC3)n2)o1	3	2	3	-33	3	7	9	2	-2
21	CCOC(=O)/C(C#N)=C1/SC(CCO)C(=O)N1c1ccccc1 (stereo not given)	2	4	-3	12	-12	-6	16	-4	0
22	COc1cc(NC(=O)C2CCCCN2)ccc1OCC(C)C (stereo not given)	0	19	-7	-16	2	-6	27*	1	-6
23	c1ccc(C2[C@H]3CN(Cc4cccnc4)[C@H](c4ccccc4)C34CC2(c2ccccc2)C4)cc1 (stereo not given in full)	-3	8	18	-7	13	-11	17	2	-8
24	COc1ccc2c(ccc[n+]2CC(=O)c2ccccc2)c1	19	2	-9	4	0	0	i	-2	-1
25	CCN(C(=O)COC(=O)C1=COCCO1)c1c(N)n(Cc2ccccc2)c(=O)[nH]c1=O	0	-3	5	11	-2	-2	10	-3	-3
26	CC(=O)NN1C(=O)/C(=C\c2ccc(C)cc2)SC1=S	2	-11	-16	5	4	-12	25	8	-1
27	COc1ccc(-c2cc3c(=O)n(CC(=O)NCCCN4CCC(Cc5ccccc5)CC4)ncn3n2)cc1	2	52*	-4	5	-12	6	-51	-1	-7
28	CC1(C)Cc2c(sc3c2c(=N)n(Cc2ccco2)c(=O)n3Cc2ccc(Cl)cc2)CO1	-6	0	-7	-11	26	-2	-48	6	-4
29	O=C(Nc1ccc(O)cc1)c1ccc(C(=O)c2ccccc2)o1	2	9	-10	-4	-3	4	24	0	-2
30	CC(/C=C/c1ccc(N(C)C)cc1)=N\N=C1\NC(=O)CC(C(=O)Nc2ccccc2)S1 (stereo not given)	-24	-17	-7	19	-8	0	-206	7	0

Entries shown so far that have a Cl atom:
entry	smiles	SENP1 FRET inh	UBC13 polyUb	SENP8 block-1	SENP6 block	PfGluPho inh	SENP7 inh	SENP8 block-2	HKDC1 inhibitor	MIN6 prolif
5	COC(=O)CN(C(=S)Nc1ccc(Cl)cc1)C1CC(=O)N(c2ccc(OC)cc2)C1=O (stereo not given)	2	-4	2	3	-9	-8	-1	-1	-4
15	CCn1cc(Br)c(C(=O)Nc2cccc(Cl)c2)n1	2	0	-11	-2	13	-1	16	4	1
28	CC1(C)Cc2c(sc3c2c(=N)n(Cc2ccco2)c(=O)n3Cc2ccc(Cl)cc2)CO1	-6	0	-7	-11	26	-2	-48	6	-4

Later entries.
entry	smiles	SENP1 FRET inh	UBC13 polyUb	SENP8 block-1	SENP6 block	PfGluPho inh	SENP7 inh	SENP8 block-2	HKDC1 inhibitor	MIN6 prolif
31	CSCCC(Nc1ccc(S(=O)(=O)N2CCOCC2)cc1[N+](=O)[O-])C(=O)OCC(=O)N(C(C)C)C(C)C (stereo not given)	-1	-9	-15	-4	10	-11	18	31	0
32	Cc1ccc(NC(=S)NCc2ccccc2Cl)c(C)c1	1	0	5	-7	7	7	26	-8	-6
33	Nc1ccc(S(=O)(=O)c2ccccc2)nc1	3	6	3	-4	3	3	26	-2	2
34	O=C(COC(=O)Cc1ccc(S(=O)(=O)N2CCOCC2)s1)NCCc1ccccc1	-3	-1	-3	-16	-9	37	-8	-1	-1
35	Cc1cc(Cl)c(S(N)(=O)=O)cc1OCC(=O)NC1CCCCC1	-1	-2	2	7	3	-8	3	-6	-3
36	CCOc1ccc(NC(=NCc2ccc3c(c2)OCO3)SC2CC(=O)N(c3ccc(OCC)cc3)C2=O)cc1 (stereo not given)	1	-2	0	-11	1	0	11	-1	-5
37	CCCCC(=O)Nc1cc(-c2nc3ncccc3o2)ccc1C	3	-2	4	-14	-12	1	-55	-5	1
38	O=S(=O)(O)c1ccc(NN=Cc2ccccc2O)cc1	-5	nt	nt	nt	4	nt	-31	-6	nt
39	N#CCCN(Cc1ccccc1)C(=O)Nc1ccccc1	0	-1	-12	-28	-7	-5	4	-3	-4
40	CCN(CC)S(=O)(=O)c1cccc(-c2nnc(SCC(N)=O)n2CCc2ccccc2)c1	-1	-6	-3	-7	-7	3	11	-2	0
41	O=C(/C=C/c1ccccc1)NNC(=O)c1cccc(Cl)c1	1	-3	-10	-6	-13	-2	9	-12	-2
42	Cc1nc(N)nc(N(C)c2ccccc2)c1Br	3	nt	nt	nt	18	nt	5	-3	nt
43	C=CCN1C2CCCC1CC(NC(=S)Nc1cccc(OC)c1)C2 (stereo not given)	2	7	-9	-1	-1	-7	15	-5	1
44	C=CCOc1ccc(/C=C/C(=O)OCC(=O)N(C)CC(=O)Nc2ccc(F)cc2)cc1	1	-4	-2	-12	-8	0	-5	-5	6
45	Cc1ccc(S(=O)(=O)CC(=O)N2CCCC2)cc1	4	0	3	7	-5	-1	15	-4	-2

Next compounds follow.
entry	smiles	SENP1 FRET inh	UBC13 polyUb	SENP8 block-1	SENP6 block	PfGluPho inh	SENP7 inh	SENP8 block-2	HKDC1 inhibitor	MIN6 prolif
46	CC1=NN(C(C#N)c2ccc(F)cc2)C(C)(C)C1 (stereo not given)	1	7	-1	-11	8	2	14	6	3
47	S=c1[nH]cnc2scc(-c3ccccc3)c12	0	10	2	-1	1	1	4	-2	-4
48	COC(=O)c1ccc(C23CC4(C2)[C@H](CN(CC2CCCCC2)[C@@H]4c2ccccc2)C3c2ccc(C(F)(F)F)cc2)cc1 (stereo not given in full)	nt	10	-1	-12	-5	0	nt	2	-7
49	O=C(N/C(=C\c1ccc([N+](=O)[O-])cc1)C(=O)N1CCCCC1)c1ccc(Br)o1	7	-11	6	13	14	1	-15	-3	1
50	COc1ccccc1OCCCC(=O)Nc1nccs1	-1	4	-10	-6	4	10	-2	-8	-4
51	O=C(Nc1ccccc1C(=O)N/N=C/c1ccco1)c1ccccc1Cl	3	5	1	-8	70*	2	-4	0	0
52	O=C(c1ccccc1)N1CCN(C(=O)c2ccccc2Br)CC1	-2	2	0	6	-2	-7	17	-6	-3
53	CC1CCCC(NC(=O)COC(=O)CN2C(=O)C3CCCCC3C2=O)C1C (stereo not given)	1	1	6	2	-12	2	6	1	-3
54	Cc1ccc(C)c(NC(=O)Cc2nc(CNCC(C)C)cs2)c1	3	-2	2	18	-2	10	17	-3	7
55	CS(=O)(=O)c1ccc(Cl)c(NC(=O)Cc2c(Cl)cccc2Cl)c1	0	-5	-12	-12	-2	-8	3	-9	1
56	Cc1ccc2c(c1)C(=O)CC(O)(C(F)F)O2 (stereo not given)	3	6	-3	-22	-13	-3	-176	2	-1
57	CCCn1c(SCC(=O)NCc2ccc(OC)cc2)n[nH]c1=O	-1	7	5	-10	14	-10	15	-3	-3

Among those listed so far, two contain a nitro group on carbon.
entry	smiles	SENP1 FRET inh	UBC13 polyUb	SENP8 block-1	SENP6 block	PfGluPho inh	SENP7 inh	SENP8 block-2	HKDC1 inhibitor	MIN6 prolif
31	CSCCC(Nc1ccc(S(=O)(=O)N2CCOCC2)cc1[N+](=O)[O-])C(=O)OCC(=O)N(C(C)C)C(C)C (stereo not given)	-1	-9	-15	-4	10	-11	18	31	0
49	O=C(N/C(=C\c1ccc([N+](=O)[O-])cc1)C(=O)N1CCCCC1)c1ccc(Br)o1	7	-11	6	13	14	1	-15	-3	1
